# Screening data (PubChem)
# CRFBP-R2 block = antagonists of CRF-BP/CRF-R2 complex, primary screen, cell-based, HEK293, calcium dye fluorescence, uHTS. CRF-induced calcium fluorescence. inhibition, % at 11.8 µM. actives 0.59% (n = 350,000). AID 588475, 2011;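 active = inhibition of the ligand-induced calcium signal above about 50% at the single tested concentration, limit read from the data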
# CRFR2-BP ag = agonists of CRF-BP/CRF-R2 complex, primary screen, cell-based, HEK293, calcium dye fluorescence, uHTS. CRF-binding protein / CRF receptor 2 complex (human). calcium dye fluorescence (FLIPR); percent of saturating CRF peptide response. activation, % at 13.2 µM. actives 0.46% (n = 350,000). AID 588473, 2011;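 active = activation of at least 50%, plus an integration ratio under a set limit after plate pattern correction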;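 note: plate controls were neutral control wells without compound for no effect and CRF at EC100 for full effect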
# M5 antag = human M5 muscarinic receptor antagonists, primary screen, CHO cells, Fluo-8 calcium fluorescence; actives 0.59% (n = 360,000); CHO-hM5 cells, ACh EC80; inhibition, % at 3 µM;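 active = inhibition above a per-plate cutoff, the mean of that plate's test compounds plus 3 SD, cut at about 27% in these data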;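 note: 0% = acetylcholine EC80 with DMSO and 100% = DMSO without agonist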
# Target sequence (P08912 whole entry, looked up): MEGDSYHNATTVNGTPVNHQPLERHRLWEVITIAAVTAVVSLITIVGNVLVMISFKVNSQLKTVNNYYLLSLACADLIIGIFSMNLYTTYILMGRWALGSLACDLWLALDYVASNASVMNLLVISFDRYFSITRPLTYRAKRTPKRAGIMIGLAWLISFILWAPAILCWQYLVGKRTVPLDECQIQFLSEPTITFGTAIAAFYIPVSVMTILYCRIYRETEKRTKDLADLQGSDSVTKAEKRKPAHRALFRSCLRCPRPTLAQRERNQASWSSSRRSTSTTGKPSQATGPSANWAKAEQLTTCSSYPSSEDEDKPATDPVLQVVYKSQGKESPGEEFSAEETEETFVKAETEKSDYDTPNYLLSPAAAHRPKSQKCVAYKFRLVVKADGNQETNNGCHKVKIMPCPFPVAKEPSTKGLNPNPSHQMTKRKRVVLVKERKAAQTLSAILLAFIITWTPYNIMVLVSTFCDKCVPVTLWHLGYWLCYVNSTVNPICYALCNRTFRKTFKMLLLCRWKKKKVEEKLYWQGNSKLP
# M5 PAM = human M5 muscarinic receptor positive allosteric modulators, primary screen, CHO-K1 cells, Fluo-8 calcium fluorescence; Muscarinic acetylcholine receptor M5 (Homo sapiens), P08912; CHO-K1 hM5, ACh EC20 PAM; 0% = ACh EC20, 100% = ACh EC100; activation, % at 3 µM; actives 0.3% (n = 360,000);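 active = activation above the run cutoff, the mean activation of all test compounds plus 3 SD, cut at about 18% in these data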
#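 System: CHO-K1 cell line with stable human muscarinic M5 receptor expression | Also added: EC20 acetylcholine as agonist stimulus | Compound: One concentration, 3 µM final (nominal) | Timing: Fluo-8 loading 80 min at 37 °C plus 30 min room temperature | Measured by: Fluo-8 calcium dye fluorescence, kinetic read | Read-out basis: % activation, ACh-normalized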
# M4 antag = human M4 muscarinic receptor antagonists, primary screen, CHO cells, Fluo-8 calcium fluorescence | Muscarinic acetylcholine receptor M4 (Homo sapiens), P08173 | CHO-hM4 cells, ACh EC80 | inhibition, % at 3 µM | actives 0.73% (n = 360,000);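 active = inhibition above its plate's cutoff, the mean inhibition of sample wells plus 3 SD, cut at about 27% in these data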;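 note: 0% = acetylcholine EC80 with DMSO and 100% = DMSO without agonist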
# Target sequence (P08173 whole entry, looked up): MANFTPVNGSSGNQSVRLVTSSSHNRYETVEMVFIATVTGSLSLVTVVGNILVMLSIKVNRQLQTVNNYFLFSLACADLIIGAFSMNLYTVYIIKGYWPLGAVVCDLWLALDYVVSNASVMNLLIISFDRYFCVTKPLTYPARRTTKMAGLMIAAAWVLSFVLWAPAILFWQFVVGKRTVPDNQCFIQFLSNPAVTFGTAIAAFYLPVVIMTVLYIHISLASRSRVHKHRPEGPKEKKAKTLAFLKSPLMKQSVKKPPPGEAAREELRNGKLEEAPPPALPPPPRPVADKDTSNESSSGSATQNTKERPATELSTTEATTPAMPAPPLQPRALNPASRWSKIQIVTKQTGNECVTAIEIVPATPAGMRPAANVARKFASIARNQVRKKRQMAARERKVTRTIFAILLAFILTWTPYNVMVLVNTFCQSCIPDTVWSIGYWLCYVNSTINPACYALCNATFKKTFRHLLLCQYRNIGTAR
# M5 ag = human M5 muscarinic receptor agonists, primary screen, CHO-K1 cells, Fluo-8 calcium fluorescence | Muscarinic acetylcholine receptor M5 (Homo sapiens), P08912 | CHO-K1 hM5 cells; 0% DMSO wells, 100% maximal acetylcholine response | activation, % at 3 µM | actives 0.19% (n = 360,000);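 active = activation above the run's mean over test compounds plus 3 SD, cut at about 23% in these data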;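 note: signal is peak over basal fluorescence ratio across the kinetic read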
# CHRM4 PAM = human M4 muscarinic receptor positive allosteric modulators, primary screen, CHO-K1 cells, Fluo-8 calcium fluorescence; Muscarinic acetylcholine receptor M4 (Homo sapiens), P08173; actives 0.4% (n = 360,000); activation, % at 3 µM; CHO-K1 hM4/Gqi5, ACh EC20; 0% = ACh EC20, 100% = maximal ACh; AID 624126, 2012;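 active = activation above its plate's cutoff, the mean activation of sample wells plus 3 SD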; note: some results filed as inactive read as strong as hits
# CHRM1 PAM = human M1 muscarinic receptor positive allosteric modulators, primary screen, CHO-K1 cells, Fluo-8 calcium fluorescence, 1536-well. Muscarinic acetylcholine receptor M1 (Homo sapiens), P11229. activation, % at 3 µM. CHO-K1 hM1, ACh EC20; 0% = ACh EC20, 100% = maximal ACh. actives 0.088% (n = 360,000). AID 588819, 2011; in the data active = activation above about 19%, passing the limit was not always enough
# M4 ag = human M4 muscarinic receptor agonists, primary screen, CHO-K1 cells, Fluo-8 calcium fluorescence; Muscarinic acetylcholine receptor M4 (Homo sapiens), P08173; CHO-K1 hM4/Gqi5; vehicle 0%, full acetylcholine response 100%; activation, % at 3 µM; actives 0.14% (n = 360,000); AID 624127, 2012;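 active = activation above the run mean over all test wells plus 3 SD, cut at about 32% in these data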;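 note: peak over basal fluorescence ratio per well then scaled between controls; 0% = DMSO wells and 100% = acetylcholine at EC100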
# Starred values were filed as active, the others as inactive; · = not tested or not shown. No enrichment for hits; about 2.6% have a hit in one of these screens.
SMILES,CRFBP-R2 block,CRFR2-BP ag,M5 antag,M5 PAM,M4 antag,M5 ag,CHRM4 PAM,CHRM1 PAM,M4 ag
CCn1cc(CN2CCC(n3nccc3NC(=O)c3ccccc3OC)CC2)cn1,11.3,-0.9,7.4,-5.6,-8.7,-9.4,2.9,6.2,2.1
Cc1cccc(C)c1Nc1nnc(SC(C)C(=O)Nc2c(C)n(C)n(-c3ccccc3)c2=O)s1 (stereo not given),8.0,-2.0,8.8,-3.6,1.7,-3.0,9.9,-3.0,0.7
CC1(C)C(=O)Nc2ccccc2N1C(=O)COC(=O)Cc1c(F)cccc1Cl,2.7,-0.5,3.5,-1.9,1.9,-3.7,-2.7,1.0,3.6
COc1ccc(-n2cc(CN(C)CCO)c(-c3cccc(F)c3)n2)cc1,-5.3,-0.6,-2.2,2.6,-3.4,-1.6,-1.5,-2.2,0.1
COc1ccc(OCC(O)Cn2c(Nc3ccccc3)nc3c2c(=O)n(C)c(=O)n3C)cc1 (stereo not given),-6.3,0.0,6.3,-5.7,-2.2,0.7,7.0,13.0,1.7
O=C1OCC=C1NNC(=O)c1cccnc1,18.6,0.1,8.0,3.0,5.5,1.5,-0.7,2.3,-0.3
CN(Cc1ccccc1Cl)C(=O)CNC(=O)C12CC3CC(CC(C3)C1)C2,-19.6,0.3,2.7,5.6,-6.7,2.6,5.4,-1.1,2.0
O=C(COc1ccc2ccccc2c1)Nc1cccc2cccnc12,-5.3,-0.8,-4.3,-3.2,1.5,-5.0,-0.4,6.7,0.0
Nc1cc2c(cc1C(=O)c1ccc(Cl)cc1)OCCO2,-1.0,-1.2,-5.6,0.8,0.2,2.9,3.1,9.1,-2.0
COc1cccc(C(=O)O/N=C(\N)c2ccncc2)c1OC,9.3,-2.0,-4.5,6.5,9.1,-1.7,3.5,9.9,0.7
CC1=C(C(=O)N(C(C)C)C(C)C)CC(CC(=O)NCCCN(C)C)C(=O)N1CCC1=CCCCC1 (stereo not given),·,·,-0.4,4.1,-0.7,0.2,4.6,-1.9,0.6
COCc1c(C(=O)NCC(c2ccco2)N2CCCC2)oc2ccccc12 (stereo not given),-9.2,0.3,-6.0,4.0,-17.1,-2.8,2.5,-0.1,0.4
Cc1nc(C)c(C(=O)C2=C(O)C(=O)N(CCN3CCOCC3)C2c2cccnc2)s1 (stereo not given),-1.5,0.6,-3.4,4.6,-3.2,-2.6,5.2,4.3,0.0
COc1ccc(Cl)cc1NC(=O)CCNC(=O)OCc1ccccc1,20.1,0.2,-1.9,-0.9,0.0,-4.9,5.3,-0.6,2.6
COc1ccccc1CNC(=O)COC(=O)c1cc(=O)[nH]c2ccccc12,-6.9,-2.0,14.2,-2.8,-7.9,2.5,-3.8,12.5,6.8

# Single records, from the list above:
# Listed for O=C(COc1ccc2ccccc2c1)Nc1cccc2cccnc12 : CRFBP-R2 block = -5.3; CRFR2-BP ag = -0.8; M5 antag = -4.3; M5 PAM = -3.2; M4 antag = 1.5; M5 ag = -5.0; CHRM4 PAM = -0.4; CHRM1 PAM = 6.7; M4 ag = 0.0
# Listed for COc1ccc(-n2cc(CN(C)CCO)c(-c3cccc(F)c3)n2)cc1 : CRFBP-R2 block = -5.3; CRFR2-BP ag = -0.6; M5 antag = -2.2; M5 PAM = 2.6; M4 antag = -3.4; M5 ag = -1.6; CHRM4 PAM = -1.5; CHRM1 PAM = -2.2; M4 ag = 0.1

# Continuation.
SMILES,CRFBP-R2 block,CRFR2-BP ag,M5 antag,M5 PAM,M4 antag,M5 ag,CHRM4 PAM,CHRM1 PAM,M4 ag
Cc1ccnn1C(C)C(=O)O (stereo not given),-4.3,-1.5,2.3,-0.8,10.3,-1.7,-12.0,0.0,0.0
CC1(C(=O)NCc2ccc3c(c2)OCO3)CCN1C(=O)Cc1cccs1 (stereo not given),·,·,0.0,1.0,-5.4,0.3,3.3,6.7,1.7
CCCCCOc1ccccc1C(=O)NCCCC(=O)O,3.7,-2.1,-16.6,17.0,-4.7,0.8,4.8,15.9,1.1
CCCn1cc(SCC(=O)Nc2ccc3c(c2)OCO3)c2ccccc21,34.8,1.2,5.4,-19.5,-11.1,28.5*,-4.6,-9.7,5.2
O=C(NCc1ccco1)N1c2ccccc2Sc2ccccc21,11.8,-5.8,9.5,-16.0,6.9,-6.5,-4.1,-13.0,-0.5
COc1ccc(/C=C/C(=O)OCC(=O)Nc2ccc3c(c2)OCO3)cc1,8.0,0.6,6.7,4.3,6.7,2.1,0.1,-0.8,0.7
Nc1ccn([C@@H]2O[C@H](CNC(=O)[C@@H](Cc3cn(COCc4ccccc4)cn3)NC=O)[C@@H](O)[C@H]2O)c(=O)n1,3.0,6.5,-9.6,9.6,-10.4,0.2,3.3,-1.4,0.7
COc1cccc(CC(=O)OCC(=O)NC2CCCCCC2)c1,8.4,-0.5,2.5,-0.6,-7.3,-0.6,5.1,0.5,1.1
O=C(c1ccc(Cl)cc1)N1CCC(=O)N(C(CO)Cc2ccccc2)CC1 (stereo not given),-15.7,-0.8,5.8,1.3,-4.2,4.7,12.3,12.8,1.3
CC(=O)C1CCC2C3C=CC4=CC(=O)CCC4(C)C3CCC12C (stereo not given),·,·,1.9,-1.8,-4.3,0.7,4.9,-3.5,5.0
c1ccc(CN2CCN(c3ncnc4c3[nH]c3ccccc34)CC2)cc1,-18.1,-1.5,13.4,-22.9,21.1,5.6,-9.1,-9.4,18.4
Cn1c(CS(=O)Cc2c(Cl)cccc2Cl)nnc1SCc1ccc(Cl)cc1 (stereo not given),-56.9,11.4,10.1,-7.2,-1.2,2.7,-5.3,-6.3,5.0
Cc1cccc(NC(=S)NC23CN4CN(CN(C4)C2)C3)c1C,-1.4,-1.3,-10.6,5.6,1.4,1.1,-2.5,9.3,0.8
O=C1N=C(N2CCN(c3ccccc3)CC2)S/C1=C/c1ccco1,3.2,-7.5,-8.9,8.1,-17.9,3.5,-4.9,15.2,4.5
Cc1cc(NS(C)(=O)=O)c(=O)n(Cc2cccc(F)c2)c1,15.3,-2.8,0.1,5.7,6.6,2.6,5.5,8.0,1.2

# Just CHRM4 PAM, for some of the entries so far:
canonical_smiles | CHRM4 PAM
Cc1cc(NS(C)(=O)=O)c(=O)n(Cc2cccc(F)c2)c1 | 5.5
O=C(c1ccc(Cl)cc1)N1CCC(=O)N(C(CO)Cc2ccccc2)CC1 (stereo not given) | 12.3
COc1cccc(CC(=O)OCC(=O)NC2CCCCCC2)c1 | 5.1
O=C1N=C(N2CCN(c3ccccc3)CC2)S/C1=C/c1ccco1 | -4.9

# Other structures:
SMILES,CRFBP-R2 block,CRFR2-BP ag,M5 antag,M5 PAM,M4 antag,M5 ag,CHRM4 PAM,CHRM1 PAM,M4 ag
COCCn1nnnc1CN1CCN(C(=O)c2ccco2)CC1,3.8,0.7,5.7,-1.9,-5.0,-3.1,-0.9,0.8,0.7
COc1ccc([N+](=O)[O-])cc1Nc1ncnc2ccccc12,26.4,-1.7,-4.5,-3.0,-6.8,0.6,10.5,12.9,1.9
CN(C)c1ccc(C#Cc2ccc3cc(CCO)oc(=O)c3c2)cc1,2.8,0.9,9.6,2.9,8.9,-2.8,3.9,2.0,1.0
Cc1cc(NC(=O)CCCC(=O)Nc2ccc(F)cc2)no1,32.6,-0.3,2.5,3.7,5.7,-1.4,-4.7,6.7,0.2
CC(C)(C)NC(=O)CC1C[C@H](C(=O)N2CCOCC2)[C@@]2(CCC3CCCC3)c3[nH]c4ccccc4c3CCN2C1=O (stereo not given in full),-54.0,10.4,-1.3,8.6,0.3,0.5,8.7,26.3,-2.0
COC(=O)C[C@H]1C[C@H]2c3cc(NC(=O)Cc4ccncc4)ccc3O[C@H]2[C@@H](CO)O1,-21.0,0.4,11.7,-3.3,7.0,0.4,-0.9,1.4,0.5
C=CCN1C(=O)c2ccc(C(=O)N3CCN(S(=O)(=O)c4cc(C)ccc4C)CC3)cc2C1=O,21.0,-1.3,-3.0,-7.5,-19.7,-1.7,-1.8,14.2,8.7
COc1ccc(NC(=O)CN2C(=O)CSc3ccc(S(=O)(=O)N4CCCC4)cc32)cc1OC,11.9,-0.8,11.6,-3.6,1.5,-3.5,1.9,1.8,1.2
COc1ccc(/C=C(/C(=O)c2cccs2)N2C=CC=CC2=C(C#N)C#N)cc1,-16.9,21.3,-1.3,0.5,9.3,2.1,-2.4,0.0,3.2
COc1ccc2[nH]c(C(=O)NCCN3CCOCC3)cc2c1,7.1,-2.8,10.6,-1.6,-0.9,-1.2,0.8,5.7,0.3
O=C(O)CNC(=O)c1ccc(Sc2ccccc2)c([N+](=O)[O-])c1,13.6,0.2,4.9,2.6,-3.2,-0.1,3.0,5.5,0.8
CC12CN3CC(C)(CN(C1)C3c1ccc3ccccc3c1O)C2=O (stereo not given),-3.2,-0.7,-1.7,-4.6,1.5,-6.7,1.5,0.3,0.2
O=C(NCc1ccccc1)C1=C[C@H](c2csc3ccccc23)C[C@H](OCc2ccc(CO)cc2)O1,2.0,1.1,22.7,-26.2,16.8,-7.1,-2.7,-2.7,12.7
Cc1ccc(C(=O)Nc2cc(C)nn2CCC#N)cc1,-13.9,-1.1,10.9,3.7,-6.4,-2.4,-2.1,1.3,0.7
CC(C)c1ccc(-c2nn[nH]n2)cc1,14.2,-2.6,-5.4,0.8,4.5,-0.2,1.6,2.0,0.2
CC(=O)/C(C#N)=C1\NC(=O)C(Cc2ccccc2)S1 (stereo not given),4.0,-1.0,-10.2,16.4,-0.4,-0.5,9.3,4.4,0.4
COc1ccc(Cc2nnc(SCC(=O)NCc3ccco3)o2)cc1,-9.3,-0.5,5.0,-2.0,0.6,1.0,1.3,9.0,0.8
CCCCNS(=O)(=O)c1ccc(NC(=O)Cc2ccccc2[N+](=O)[O-])cc1,-19.8,-1.0,0.1,1.0,0.5,0.8,1.2,-3.0,3.6
NC(=O)C1CCCN(CCc2ccccc2)C1 (stereo not given),8.2,0.0,-2.6,1.3,-2.7,-3.5,2.0,2.4,1.5
N#Cc1c(NC(=O)c2ccc(Cn3cc(Br)cn3)o2)sc2c1CCCCCC2,-24.4,-1.1,-4.9,-2.4,-7.5,1.1,4.7,1.2,1.4
CC1CCCC(NC(=O)COC(=O)/C=C/c2ccc3c(c2)OCO3)C1C (stereo not given),8.8,-0.1,1.3,0.8,-4.1,-0.7,2.0,2.9,0.7
CCc1nc2ccc(C(=O)NCc3ccccc3OC)cn2c1N(C)Cc1ccc(OC)cc1,·,·,-6.0,-8.4,-9.9,-2.3,-10.6,-14.2,6.8
CN(C)c1cccc(C(=O)OCCNC(=O)c2cccc(S(=O)(=O)N3CCOCC3)c2)c1,12.8,-2.4,5.3,-4.0,-0.8,1.1,-9.7,-1.1,5.0
CCOc1ccc(Cn2nnc(C(=O)Nc3ccc(OC)cc3OC)c2N)cc1,-35.9,16.4,-3.1,-4.6,-8.8,16.9,11.7,13.3,14.1
Cc1c(CN2CCN(CC(C)C)C(CCO)C2)[nH]c2ccc(Cl)cc12 (stereo not given),-1.6,0.7,8.0,-2.7,-13.1,-6.0,-3.9,13.2,4.9
